Artemis inh: Artemis (human) endonuclease inhibition | AID 686954 | inhibition, % at 10 µM | 30,000 compounds, 0.78% hits | Q96SD1 | recombinant Artemis, quenched FAM hairpin cleavage fluorescence;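 active = at 10 µM dose, at least 30% inhibition, measured as corrected fluorescence normalized to stimulator and neutral control wells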
Target sequence (Q96SD1 whole entry, looked up): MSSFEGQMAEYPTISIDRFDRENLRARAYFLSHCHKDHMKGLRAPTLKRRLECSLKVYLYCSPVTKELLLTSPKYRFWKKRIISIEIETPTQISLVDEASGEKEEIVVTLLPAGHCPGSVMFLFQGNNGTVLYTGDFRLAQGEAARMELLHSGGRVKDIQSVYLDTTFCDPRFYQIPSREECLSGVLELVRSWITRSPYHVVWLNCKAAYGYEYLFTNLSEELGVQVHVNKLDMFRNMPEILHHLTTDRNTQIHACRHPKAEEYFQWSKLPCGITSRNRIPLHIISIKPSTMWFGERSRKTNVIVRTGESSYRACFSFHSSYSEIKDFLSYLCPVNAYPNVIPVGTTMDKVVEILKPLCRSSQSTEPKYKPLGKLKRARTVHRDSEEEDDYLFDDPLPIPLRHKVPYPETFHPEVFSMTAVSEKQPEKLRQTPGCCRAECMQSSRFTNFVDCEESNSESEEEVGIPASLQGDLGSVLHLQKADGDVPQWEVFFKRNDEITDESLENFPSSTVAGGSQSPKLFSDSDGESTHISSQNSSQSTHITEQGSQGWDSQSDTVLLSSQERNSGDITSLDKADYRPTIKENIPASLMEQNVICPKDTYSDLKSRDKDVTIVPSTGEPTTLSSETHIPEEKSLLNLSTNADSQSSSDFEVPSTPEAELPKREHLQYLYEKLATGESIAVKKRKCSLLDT
* marks the source's active call; other numbers are inactive results. Not all compounds are listed; the hit share may differ from the screen's.

compound	Artemis inh
Clc1ccc(/C=N/c2c(-c3ccc(Cl)cc3)nc3n2CCS3)cc1	3
O=C(c1cc(-c2ccc(Cl)cc2)n(-c2cc(Cl)ccc2Cl)n1)N1CCOCC1	13
CCOc1nc(NCc2ccco2)nc(Nc2ccc(OC)cc2)n1	5
CCCc1[nH]nc2c1C(c1ccncc1)C(C#N)=C(N)O2 (centres undefined)	-2
Cn1c(=O)c2c(nc(NCc3cccnc3)n2Cc2cccc(C(F)(F)F)c2)n(C)c1=O	-3
Clc1cccc(Cl)c1CSc1nnc(CN2CCOCC2)n1-c1ccccc1	-1
COc1ccc(-c2ccc(-c3noc(C(C)C)n3)c(OC)n2)cc1	1
Cc1ccc(OCc2nnc(SCC(=O)NC3CCCCC3)n2C)cc1	-5
O=C(CSc1nc(-c2ccccc2)cc(=O)[nH]1)NCc1ccc2c(c1)OCO2	-8
O=C(CN1CCCCC1)Nc1cccc(Cl)c1Cl	-4
COC(=O)c1sc(NC(C)=O)c(C(=O)OC)c1C	5
CS(=O)(=O)N(CC(=O)N1CCOCC1)c1ccc2c3c(cccc13)CC2	-2
COc1ccc(OC)c(NC(=O)CSc2nnc(CNC(=O)COc3ccc(Cl)cc3)o2)c1	-3
O=C1NC(c2ccccc2)(C(F)(F)F)C(=O)N1Cc1cccnc1 (centres undefined)	4
CCN=c1scc(-c2ccc3c(c2)NC(=O)CO3)n1N=C1CCCC1	2
Brc1ccc(-c2nnc(-c3ccco3)o2)cc1	-4
Cc1ccc(S(=O)(=O)c2c(C)cc(C)nc2Oc2cccc(C)c2C)cc1	-3
COc1nc(Oc2ccc(=O)n(C)n2)nc(N(C)C)n1	-4
CCOC(=O)C1=C(C)NC(SCC(N)=O)=C(C#N)C1c1cccs1 (centres undefined)	-9
O=C1c2ccccc2NC(c2ccccc2)N1/N=C/c1ccccc1 (centres undefined)	2
COc1cc(OC)c(S(=O)(=O)NCc2ccco2)cc1S(=O)(=O)NCc1ccco1	-2
COc1ccc(-c2cc(-c3cccs3)c(C#N)c(SCC(=O)NCc3ccccc3)n2)cc1	-2
N#Cc1c(NC(=O)CN2CCCCC2)sc2c1CCC2	-8
CN(C(=O)CSc1nnc(Nc2ccccc2)s1)c1c(N)n(Cc2ccccc2)c(=O)[nH]c1=O	-4
COc1ccc(C(CC(=O)O)NC(=O)Cc2ccccc2)cc1 (centres undefined)	2
Cc1nn(-c2ccccc2)c(C)c1C(=O)OCC(=O)NC(=O)NC1CCCCC1	3
CCOC(=O)c1ccccc1NC(=O)CC1SC(=NC)N(C)C1=O (centres undefined)	5
CCCn1c(SCC(=O)N2CCc3ccccc32)nnc1-c1ccco1	6
CCOC(=O)c1sc(NC(=O)c2ccc(S(=O)(=O)N3CCOCC3)cc2)cc1C	10
O=C(OCc1nc2ccccc2s1)c1cccc(S(=O)(=O)N2CCOCC2)c1	5

Further entries follow.
compound	Artemis inh
COC(=O)c1nc(C(=O)OC)c(C(=O)OC)nc1C(=O)OC	-10
CCOc1nc(NCc2ccco2)nc(Nc2ccccc2F)n1	6
Cc1cc(C(=O)CSc2n[nH]c(N)n2)c(C)n1-c1cc(F)ccc1F	1
O=C(O/N=C\c1ccc(N2CCOCC2)c([N+](=O)[O-])c1)c1ccc(F)cc1	-1
COc1ccc(OC)c(C(c2nnnn2Cc2ccccc2)N2CCN(C3CCCCC3)CC2)c1 (centres undefined)	2
COc1cc2c(cc1OC)-c1nnc(-c3ccco3)n1C1(CCCC1)C2	-1
Cc1ccc(S(=O)(=O)N2CC3CCC2C3)cc1 (centres undefined)	-7
CCOC(=O)/C(C#N)=C(\N)C(C)C(=O)Nc1ccccn1 (centres undefined)	-8
O=C(CSc1nc(O)cc(=O)[nH]1)C1CC1	-9
COCc1c(Br)c(C)[nH]c(=O)c1C#N	-2
O=C(CSc1nnc(Cc2cccs2)n1-c1ccccc1)NC1CCCCC1	12
CCCC(=O)N(c1ccc2oc(=O)sc2c1)S(=O)(=O)c1cccs1	4
O=C(OCN1C(=O)c2ccccc2C1=O)c1ccco1	-4
CNC(=S)N(Cc1ccc2c(c1)OCO2)C1CC(=O)N(c2ccc(F)cc2)C1=O (centres undefined)	-3
COc1ccc(N/C=C\C(=O)c2ccc3c(c2)OCO3)cc1	2
COc1ccc(NC2CC(=O)N(c3ccccc3)C2=O)cc1 (centres undefined)	7
COC(=O)c1sccc1NC(=O)c1cc(-c2ccc(C)cc2C)nc2ccccc12	-1
COc1ccccc1-c1c(C)nn2c(N3CCC4(CC3)OCCO4)cc(C)nc12	4
CCOc1ccc(NCC2CCOC(C)(C)C2)cc1 (centres undefined)	15
CCN1CCn2c3c(c4cc(Cl)ccc42)CCCC31 (centres undefined)	0
O=C(CN1C(=O)c2ccccc2C1=O)NCC1CCCO1 (centres undefined)	-3
Cc1ccc(CSCCNC(=O)c2ccc(N(C)S(=O)(=O)c3ccccc3)cc2)cc1	10
CCOC(=O)COc1ccc2nsnc2c1Cl	-8
CCc1ccc(CN/C=C/C(=O)c2ccc(Br)cc2)cc1	6
COC(=O)c1cc2c(C)nn(-c3ccccc3)c2s1	-1
O=C(NCc1ccco1)c1cccc2ccccc12	-2
COc1ccc(S(=O)(=O)N(Cc2cccs2)C2CCCC2)cc1	0
S=c1[nH]ncn1/N=C/c1ccccc1	-6
CC(NC(=O)c1ccccc1NS(C)(=O)=O)c1ccccc1 (centres undefined)	0
Cc1c(Cl)cccc1NC(=O)c1cccc(NC(=O)CCC(=O)O)c1	4

Some of these compounds in order of number of heavy atoms, rising:
compound	Artemis inh
CCOC(=O)/C(C#N)=C(\N)C(C)C(=O)Nc1ccccn1 (centres undefined)	-8
COC(=O)c1nc(C(=O)OC)c(C(=O)OC)nc1C(=O)OC	-10
Cc1cc(C(=O)CSc2n[nH]c(N)n2)c(C)n1-c1cc(F)ccc1F	1
COC(=O)c1sccc1NC(=O)c1cc(-c2ccc(C)cc2C)nc2ccccc12	-1
Cc1ccc(CSCCNC(=O)c2ccc(N(C)S(=O)(=O)c3ccccc3)cc2)cc1	10

The listing continues.
compound	Artemis inh
N#Cc1c(NC(=O)c2cc(-n3cnnc3)ccc2Cl)sc2c1CCCC2	5
CCOc1ccc(C(=O)c2cc([N+](=O)[O-])ccc2Cl)cc1	5
O=c1oc(-c2cccc(S(=O)(=O)N3CCOCC3)c2)nc2ccccc12	10
Cc1cccc(NC(=O)CCn2nc(C)cc2C)c1	-8
CC(C)OC(=O)c1c(NC(=O)c2ccco2)sc2c1CCCCC2	8
CSC1=NC2C(N1)N(C)C(=O)N2C (centres undefined)	-7
CC1=C(C#N)C(=O)N(C)C(C)(C)C1	-6
CC1=C(C)NC(=S)SC1	12
CCCc1ccccc1OCCNC(C)=O	-4
CN1CCN(C(=S)Nc2ccc(Cl)cc2Cl)CC1	-3
CCOCCN1CCN(c2c(CC)c(C)nc3cc(-c4cc(OC)cc(OC)c4)nn23)CC1	13
CCCN(CCC)C1CC(=O)N(Cc2ccccc2)C1=O (centres undefined)	-5
COc1ccc(N(C(=O)c2ccco2)C(C(=O)NC2CCCCC2)c2ccccc2)cc1 (centres undefined)	5
Cc1ccc(-c2cc(C(F)(F)F)n3ncc(C(=O)O)c3n2)cc1	-1
CC(=O)c1cccc(NC(=O)N2CCCC2C(=O)NCCc2ccccc2)c1 (centres undefined)	0
Cn1c(=O)c2c(ncn2CC(=O)NCc2cccnc2)n(C)c1=O	0
CCC(C)N=CC1=C(O)C(C(=O)OC)C(C)(C)CC1=O (centres undefined)	-3
CC(NC(=O)Cn1nc(C(F)(F)F)c2c1CCC2)c1ccccc1 (centres undefined)	-3
CNC(=O)c1cccc(N2CCCC2=O)c1	-3
CCOC(=O)C(C(=O)NCC1CCCO1)C1CCCCC1 (centres undefined)	0
O=C(c1ccc2c(c1)C(=O)N(CCCO)C2=O)c1ccc2c(c1)C(=O)N(CCCO)C2=O	-1
COC(=O)c1nc(NC(=O)c2ccc(Br)cc2)n[nH]1	-3
COc1ccccc1N1CCN(C(=O)c2ccc(C(C)(C)C)cc2)CC1	5
CC1(C(=O)O)CCC(C(=O)Nc2ccc(S(N)(=O)=O)cc2)C1(C)C (centres undefined)	-7
COc1ccc(-c2nc(N)n[nH]2)cc1OC	-9
O=C(N1CCCCC1)C12CC3CC(C1)CC(C(=O)N1CCCCC1)(C3)C2	-8
CC1(C)CC(=O)C(C=NCCN2CCN(C(=O)CC3CCCC3)CC2)=C(O)C1	1
CC(NC(=O)Nc1cccc([N+](=O)[O-])c1)(C(F)(F)F)C(F)(F)F	-8
CC(=O)Nc1ccc2c(c1)C(=O)N(c1ccc(C)cc1)C2=O	-4
N#Cc1ccccc1NC(=O)Nc1cccc(Cl)c1	-6

(next part)
compound	Artemis inh
COc1ccc(/C=C/C(=O)NNc2c(F)c(F)cc(F)c2F)cc1OC	1
CC1CCC(NC(=O)c2ccc3nc[nH]c3c2)CC1 (centres undefined)	-1
COCCn1c(-c2ccco2)nc2nc3ccccc3nc21	6
COc1ccc(CCNCc2csc3nc4ccccc4n23)cc1OC	6
COC(=O)c1ccccc1NC(=O)CSc1nnc(-c2ccncc2)o1	3
O=C(COc1ccc(Br)cc1)Nc1ccncc1	3
CC(=O)Nc1nc(=S)ss1	0
CCOc1cc(CNCCc2ccc(S(N)(=O)=O)cc2)ccc1OCC(=O)NC(C)(C)C	3
Cc1ccc(C(Sc2ccccc2)C(Cn2cncn2)C(=O)c2ccccc2)cc1 (centres undefined)	5
O=C(Nc1ccc(Cl)cc1)N1CC=CCC1	-9
Cc1nc2c(-c3ccccc3)c(C)nn2c(N)c1-c1ccccc1	6
CC(NS(=O)(=O)c1ccc(OCC(=O)N2CCOCC2)c(Cl)c1)c1ccccc1 (centres undefined)	-5
CC1CCN(CC(=O)Nc2ccccc2C#N)CC1	-10
CCN(CC(=O)Nc1ccccc1OC)C(=O)Cn1cnc2ccccc2c1=O	1
Cc1ccccc1Cn1c(=N)n(CC(=O)c2ccco2)c2ccccc21	3
O=C(CCN1C(=O)S/C(=C\c2ccccc2)C1=O)N1CCOCC1	0
O=C(Cn1c(=O)n(CCC(=O)N2CCc3ccccc3C2)c(=O)c2ccccc21)NCC1CCCO1 (centres undefined)	-2
Cc1cccc(N2CCN(C(c3ccccc3)c3nnnn3CC3CCCO3)CC2)c1C (centres undefined)	2
Cc1ccc(-n2c(SCC(=O)Nc3ccc4cn[nH]c4c3)nnc2-c2ccco2)cc1	6
CCc1ccc(NC(=O)C(=O)NCCN2CCN(C(=O)c3ccco3)CC2)cc1	-3
COc1ccc(N(CC(=O)Nc2cccc(C(C)=O)c2)S(C)(=O)=O)cc1OC	1
O=c1[nH]c(Nc2ccccc2)cc2ccccc12	28
COc1ccc(CN2CCC(C(=O)NCCc3ccc(OC)c(OC)c3)CC2)c(OC)c1	-5
O=C(NC1=NCCS1)c1ccc(-c2ccc(Cl)cc2)o1	-10
CCOC(=O)c1nc(Nc2ccc(C(=O)O)cc2)c2ccccc2n1	-9
Cn1c(=O)[nH]c(=O)c2c1nc(SCCN1CCCCC1)n2Cc1ccccc1	4
COc1cccc(OC)c1C(=O)N1CCN(Cc2ccccc2C(F)(F)F)CC1	-4
CC1=C(C#N)C(C)C2=C(CC(C)(C)CC2=O)N1 (centres undefined)	4
Cn1nnnc1SCc1ccc(C(=O)Nc2ccccc2F)cc1	3
CCCCOc1ccc(-c2ncc(C(=O)O)c(C)n2)cc1	-5

The list continues.
compound	Artemis inh
CCOc1ccc(N2C(=O)c3ccccc3C2=O)cc1	8
CCN(CC)C(=O)CSc1nc2sc3c(c2c(=O)n1-c1ccc(C)cc1)CC(C)(C)SC3	16
N#Cc1nc(-c2cccc3ccccc23)oc1N1CCCCC1	-7
O=C(c1ccccc1)N1CCN2C(=O)c3ccccc3C12c1ccc(Cl)cc1 (centres undefined)	2
Cc1nn(Cc2c(Cl)cccc2Cl)c(C)c1NC(=O)c1cn(-c2ccccc2)nc1-c1ccccc1	15
O=C1OC(Nc2nccs2)c2ccccc21 (centres undefined)	-9
COC(=O)c1sccc1NC(=O)Cn1cnc2c1c(=O)n(C)c(=O)n2C	-5
CCCCCc1ccc(-c2ccc(=O)[nH]n2)cc1	8
Cc1ccccc1OCc1nc(-c2ccc(NC(=O)c3ccco3)cc2)no1	2
O=c1cc(N2CCCCC2)c(-c2ccccc2)nn1Cc1ccccc1Cl	12
CC1CN(C(=O)c2nn(C)cc2[N+](=O)[O-])CC(C)O1 (centres undefined)	-11
Cc1cc(C)c(C)c(OCC(=O)NCCN(C)C)c1	-14
CN1C(=S)SC(N(O)C=C2C=CC(=O)C=C2)C1(C)C (centres undefined)	5
O=C(C1CCN(S(=O)(=O)Cc2ccccc2)CC1)N1CCN(c2ncccn2)CC1	2
COCCNC(=O)C(c1ccc(C)o1)N(Cc1ccc(OC)cc1)C(=O)Cn1nnc2ccccc21 (centres undefined)	5
COc1ccc2nc(SCc3nc(N)nc(Nc4ccccc4)n3)[nH]c2c1	8
COC(=O)c1ccccc1NC(=S)NC(=O)c1cccc2ccccc12	8
COc1ccc(CC(=O)Nc2ccc(-c3noc(-c4cccc(OC)c4)n3)cc2)cc1	7
CCC(C)C(=O)Nc1c2c(nc3c1CCC3)CCCC2 (centres undefined)	-2

A portion from further up:
compound	Artemis inh
CCOc1ccc(N2C(=O)c3ccccc3C2=O)cc1	8
CCN(CC)C(=O)CSc1nc2sc3c(c2c(=O)n1-c1ccc(C)cc1)CC(C)(C)SC3	16
N#Cc1nc(-c2cccc3ccccc23)oc1N1CCCCC1	-7
